IDE inh: inhibits human insulin-degrading enzyme in HEK cells. P14735. FAbetaB cleavage, fluorescence polarization. 0.41% of 320,000 active. inhibition, % at 5.59 µM;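 active = percent inhibition above the average of all tested compounds plus 3 SD, set per screening campaign, cut at about 16% in these data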;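 note: IDE supplied by intact live HEK cells; FP after avidin binding of uncleaved biotin substrate so inhibition keeps polarization high; 0% = DMSO wells and 100% = 60 µM reference IDE inhibitor Ii1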
MEKK3 PB1 HTS: MEKK3-MEK5 PB1 interaction, increase or decrease | Q99759 | bead-based flow cytometry, Alexa488-MEK5 binding to MEKK3; actives lie on both sides; 0 = blocked by unlabeled MEK5, 100 = vehicle | binding response (% of control), % at 10 µM | 1.4% of 290,000 active | AID 1529;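 active = binding response more than 3 SD above or below the average of its plate-row segment, actives on both sides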;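 note: Alexa488 bead fluorescence after subtracting the streptavidin-only scavenger bead signal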
p-CIP stab down: p/CIP protein destabilization. Q05BA5. F442A p/CIP-EGFP cells, EGFP fluorescence, 16 h. decrease of EGFP signal, % at 10 µM. 0.01% of 290,000 active;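 active = EGFP signal decrease of at least 30% at 10 µM or well 3 SD below plate mean, unless failing retest; inactive = the rest, including hits failing retest or dose response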; note: some compounds called inactive have numbers as strong as hits; many of its hits are not listed in these tables
PHOSPHO1 inh: blocks human PHOSPHO1 phosphatase activity. Q8TCT1. recombinant PHOSPHO1, absorbance phosphatase assay. inhibition, % at 13.3 µM. 1.1% of 290,000 active. AID 1565; in the data active = inhibition above about 60%
CRFR2-BP ag: agonists of human CRF-binding protein/CRF-R2 receptor complex | HEK293 CRF-R2/CRF-BP, calcium dye fluorescence (FLIPR); percent of saturating CRF peptide response | activation, % at 13.2 µM | 0.46% of 350,000 active | AID 588473;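 active = activation of at least 50%, plus an integration ratio under a set limit after plate pattern correction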;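 note: plate controls were neutral control wells without compound for no effect and CRF at EC100 for full effect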
IDE cell activ: IDE (human) activation, cell-based | AID 493087 | 0.073% of 340,000 active | P14735 | HEK cells, FAbeta-B cleavage, fluorescence polarization; 0% vehicle, 100% cell-free pure enzyme wells | activation, % at 5.96 µM;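 active = activation above the mean of all tested compounds plus 3 SD, set per screening campaign, cut at about 17% in these data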
GalR3 antag: blocks the human galanin receptor 3. HEK293 GalR3-CNG cAMP membrane potential fluorescence; galR3 body fused to GalR1 C-terminus. inhibition, % at 3 µM. 0.44% of 360,000 active. AID 651719;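 active = inhibition above the screen-wide average plus 3 SD, cut at about 13% in these data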;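 note: forskolin and galanin both at EC90 stimulate the cells; cAMP rise reported by CNG channel membrane potential dye signal; 0% = forskolin plus galanin with DMSO and 100% = forskolin alone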
CRFBP-R2 block: blocks CRF-induced signaling of the CRF-BP/CRF-R2 complex. HEK293 CRF-R2/CRF-BP, CRF-induced calcium fluorescence. inhibition, % at 11.8 µM. 0.59% of 350,000 active;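 active = inhibition of the ligand-induced calcium signal above about 50% at the single tested concentration, limit read from the data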
M4 PAM: potentiates acetylcholine response at human M4 receptor; CHO-K1 hM4/Gqi5, Fluo-8 calcium fluorescence, ACh EC20; 0% = ACh EC20, 100% = maximal ACh; activation, % at 3 µM; 0.4% of 360,000 active; P08173; AID 624126;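 active = activation above its plate's cutoff, the mean activation of sample wells plus 3 SD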; note: some results filed as inactive read as strong as hits
Active calls of the source: *; x = not tested or not shown.

IDE inh,MEKK3 PB1 HTS,p-CIP stab down,PHOSPHO1 inh,CRFR2-BP ag,IDE cell activ,GalR3 antag,CRFBP-R2 block,M4 PAM,smiles
0,91,6,4,0.0,3,-8,26,-9,CCCCOC(=O)c1ccc(NC(=O)c2c(OC)cccc2OC)cc1
x,x,x,x,-3.5,2,2,-1,-5,Cn1c2ccccc2c2c(=O)oc3ccccc3c21
2,93,-11,68*,-1.2,7,-3,3,-2,Cc1cc(NC(=O)CSc2nnc(-c3ccc([N+](=O)[O-])cc3)o2)no1
3,101,-23,26,0.2,7,-6,-8,13,CCn1c(-c2ccc(N(C)C)cc2)nc2ccccc21
-6,x,9,-2,-1.2,-1,-5,12,1,CC1=C(C(=O)OC(C)C)C(c2ccccc2Cl)CC(=O)N1 (stereo unspecified)
5,103,0,-14,-1.6,7,-7,-5,-10,CC1C2CC(C(CN(C)C)/C2=N/O)C1(C)C (stereo unspecified)
0,100,-6,16,-0.8,-1,-10,-5,-2,C/C(=N/NC(=O)CNC(=O)C1COc2ccccc2O1)c1ccc([N+](=O)[O-])cc1 (stereo unspecified)
x,x,x,x,1.1,5,-6,-4,3,O=C(OCc1ccccc1)N1CCC2CC1c1cc(-c3ccc4c(c3)OCO4)ccc12 (stereo unspecified)
-4,109,-7,-18,0.2,-10,5,8,10,Cc1nc2c(C(=O)N3CCCC3)cnn2c(C)c1Cc1c(F)cccc1Cl
5,102,-2,-2,-1.0,-2,0,-3,11,Cc1cccc(NC(=O)Cn2c(=O)n(CC3CCCO3)c(=O)c3ccccc32)c1 (stereo unspecified)
3,x,x,x,3.6,1,-2,14,-3,O=C(Nc1cc(S(=O)(=O)N2CCCCC2)ccc1Cl)C1COc2ccccc2O1 (stereo unspecified)
4,x,x,x,-1.1,4,-2,1,6,CC(C)CN(C(=O)c1ccc(=O)n(C)n1)c1c(N)n(Cc2ccccc2)c(=O)[nH]c1=O
8,89,12,-5,-0.7,0,-6,26,-3,O=C(Nc1cccc(Cl)c1)N1CCSc2cc(Cl)ccc21
-3,103,4,2,-4.6,-2,1,27,3,Cc1ccc(-c2c3c(=O)n(C)c(=O)n(C)c3cn2CCCN2CCOCC2)cc1
2,103,-5,-7,64*,2,-2,-17,-10,Cc1cccc(S(=O)(=O)C(C#N)c2nc3ccccc3nc2N2CCCC2)c1 (stereo unspecified)
8,102,0,-5,0.3,0,-5,2,5,CCn1cc(CN2CCCC(C(=O)Nc3ccc(-c4nc5ccccc5[nH]4)cc3)C2)c(C)n1 (stereo unspecified)
10,101,3,16,-1.3,-1,-9,3,19,O=C(CSc1nnc(-c2ccncc2)o1)NC1C2CC3CC(C2)CC1C3 (stereo unspecified)
-2,108,-1,8,-0.1,-5,-3,42,1,COCCNC(=O)Cn1cnc2ccc(S(=O)(=O)N3CCC(C)CC3)cc2c1=O
1,99,-16,2,-0.6,6,2,8,-5,CC1C/C(=N\Nc2ccc(S(N)(=O)=O)cc2[N+](=O)[O-])CC(C)(C)C1 (stereo unspecified)
-1,100,-28,2,-2.0,6,-1,-13,9,C/C(=N\N(Cc1ccccc1)c1ccccc1)c1cccnc1
-3,104,4,3,-3.0,3,-5,12,-2,Cc1occc1C(=O)Nc1cccc(C(=O)O)c1
6,96,-4,-21,0.0,0,1,-13,-9,O=C(C1CCN(S(=O)(=O)c2cccs2)CC1)N1CCN(Cc2ccccc2)CC1
x,x,x,x,169*,x,-5,-129,-10,CN(C)c1ccc(C=C2SC(=S)N(Cc3ccco3)C2=O)cc1
6,94,-4,10,-0.4,-1,1,3,8,CCOC(=O)CCc1nn(C)c(=O)c2ccccc12
x,x,x,x,-2.2,5,-3,-6,2,COc1ccc(OC)c(NC(=O)C(C#N)=Cc2ccco2)c1
4,100,1,13,4.5,2,0,8,8,CC(C)=CC(=O)N1CCC(N2CCC(C(=O)NCC3CCCO3)CC2)CC1 (stereo unspecified)
-4,101,7,26,0.6,5,-5,-8,9,CCc1ccc(N2CC(C(=O)N/N=C/c3ccccc3OC)CC2=O)cc1 (stereo unspecified)
5,103,-19,x,0.7,1,-13,7,-1,Cc1onc(-c2c(F)cccc2Cl)c1C(=O)NCc1ccc(F)cc1
3,98,-16,-25,0.8,-2,-1,5,11,CCSCCNC(=O)c1cc(-n2cnnc2)ccc1Cl
5,99,-3,-42,1.1,1,-8,1,4,Cc1ccc(/C(=N/Nc2ncnc3ccccc23)C(=O)O)cc1
2,94,5,24,x,x,-11,x,x,O=C(OCC(=O)N1CCN(c2ccccc2)CC1)c1cnc(Cl)c(Cl)c1
-3,101,-12,21,2.4,5,-7,-15,0,Cc1cccc(OCc2nnc(SCc3nc4cc(C(F)(F)F)ccc4c(=O)[nH]3)o2)c1
6,x,-8,13,-1.6,2,10,2,-4,CC1CCCCN1S(=O)(=O)c1ccc2c(c1)CCN2C(=O)C1CCC1 (stereo unspecified)
-4,97,-13,24,0.9,x,-4,-10,-2,CC(C)CNC(=O)C(=O)NNC(=O)c1ccco1
-9,99,-8,17,0.4,2,1,4,10,Cn1c(SCC(=O)NC2CCCC2)nc2c(c1=O)SCC2
-6,104,-8,3,1.6,6,-4,-1,-6,CC(NCc1cccnc1)c1ccccc1 (stereo unspecified)
-4,104,0,10,0.1,0,-3,-2,3,O=S(=O)(c1ccc(Cl)nc1)N1CCCCC1
8,101,-3,-3,-2.2,1,x,5,0,O=C(CC(NS(=O)(=O)c1ccc(Cl)cc1)c1ccco1)NC1CCCC1 (stereo unspecified)
-7,103,-10,3,0.8,-3,-4,-1,7,CCOC(=O)c1nc(-c2ccccc2)oc1N(C)C
3,x,x,x,0.7,5,-5,-2,7,COc1ccc(-c2sc3ccc(OC)cc3c2-c2ccc(OC)nc2)cc1
2,101,5,5,0.1,2,-3,5,-1,O=S(=O)(NCCN1CCOCC1)c1ccc(F)c(Cl)c1
3,103,2,-9,0.0,10,-2,-54,-12,O=C(Nc1nccs1)c1cc(-c2ccccc2)nc2ccccc12
-1,82,-3,19,1.1,-1,1,1,1,CN1CCN(NC(=O)c2cccc(C(F)(F)F)c2)CC1
1,104,6,14,-1.2,3,-9,21,-3,CN(c1ccc(C(=O)N2CCN(Cc3ccccc3)CC2)cc1)S(=O)(=O)c1ccccc1
1,x,x,x,7.8,2,-2,-40,0,CCCOc1cc(C)c(S(=O)(=O)NCc2cccs2)cc1C
2,99,13,-142,0.0,0,-4,-5,8,C=CCOc1c(/C=N\NC(N)=O)cccc1OC
-7,105,5,10,-1.7,3,4,14,0,O=C(Nc1cc([N+](=O)[O-])ccc1O)c1cccc(C(=O)Nc2cc([N+](=O)[O-])ccc2O)c1
x,x,x,x,-1.0,x,1,-4,-1,Cc1ccnn1CCC(=O)N1CCCC(Nc2ccc(C(C)C)cc2)C1 (stereo unspecified)
2,101,4,-3,-0.8,-1,-3,7,-2,O=S(=O)(c1ccc(F)cc1)n1ccc2cccnc21
-1,104,-9,-9,0.7,2,-8,3,4,Cc1ccccc1OCCSCc1nc2ccccc2[nH]1
x,103,-8,19,1.2,2,-4,-3,-6,C/C(=N\Nc1ccccc1)c1cccc(N)c1
2,109,5,-8,0.8,5,-8,-24,3,FC(F)Sc1ccc(Nc2ncnc3nc[nH]c23)cc1
0,112,-8,26,-2.0,1,-8,30,11,CCOC(=O)C1CN(S(=O)(=O)c2cccc(C(F)(F)F)c2)c2cc(CC(=O)OC)ccc2O1 (stereo unspecified)
0,94,-10,41,-0.1,5,-6,4,-2,CC1=NN(C(=O)CCc2ccc3c(c2)OCO3)C(O)(C(F)(F)F)C1 (stereo unspecified)
0,104,6,21,-0.3,6,-5,-24,-7,O=C(Nc1ccnn1C1CCN(C/C=C/c2ccccc2)CC1)c1ccccc1
-3,107,-4,7,10,2,-5,11,2,COc1ccc(-c2cc(O)cc(O)c2)cc1
-1,100,9,16,-4.7,4,-6,-1,-7,O=C(CSc1ncnc2scc(-c3ccccc3)c12)NC1CCS(=O)(=O)C1 (stereo unspecified)
3,100,15,-4,-2.5,2,-4,2,9,C=Cc1ccc2c(c1)OCCOCCOCCOCCOCCO2
4,105,x,x,-1.0,6,-6,7,2,COC(=O)c1oc2ccc(Br)cc2c1NC(=O)CN1CCN(C)CC1
3,105,4,6,-1.3,-1,0,-8,8,O=c1c2[nH]c3ccc(F)cc3c2ncn1CCC1=CCCCC1

(continued)
IDE inh,MEKK3 PB1 HTS,p-CIP stab down,PHOSPHO1 inh,CRFR2-BP ag,IDE cell activ,GalR3 antag,CRFBP-R2 block,M4 PAM,smiles
x,x,x,x,0.0,x,-3,-7,-3,Cc1cnc(C2OCCO2)c2cccc(N)c12
-6,x,x,x,0.2,2,-5,13,13,CC1CCCC(C)N1C(=O)COC(=O)c1n[nH]c(=O)c2ccccc12 (stereo unspecified)
2,100,-2,-23,2.6,5,-6,17,-1,Cc1cc(C)c(S(=O)(=O)N2CCN(c3ccc([N+](=O)[O-])c(-n4nc(C)cc4C)c3)CC2)c(C)c1
-3,97,-8,7,6.9,2,-9,-30,-4,CCc1ccc(NC(=O)C2C3/C=C\CCCCC32)cc1 (stereo unspecified)

Random excerpt: 4 entries already listed
IDE inh,MEKK3 PB1 HTS,p-CIP stab down,PHOSPHO1 inh,CRFR2-BP ag,IDE cell activ,GalR3 antag,CRFBP-R2 block,M4 PAM,smiles
2,100,-2,-23,2.6,5,-6,17,-1,Cc1cc(C)c(S(=O)(=O)N2CCN(c3ccc([N+](=O)[O-])c(-n4nc(C)cc4C)c3)CC2)c(C)c1
-3,97,-8,7,6.9,2,-9,-30,-4,CCc1ccc(NC(=O)C2C3/C=C\CCCCC32)cc1 (stereo unspecified)
-6,x,x,x,0.2,2,-5,13,13,CC1CCCC(C)N1C(=O)COC(=O)c1n[nH]c(=O)c2ccccc12 (stereo unspecified)
x,x,x,x,0.0,x,-3,-7,-3,Cc1cnc(C2OCCO2)c2cccc(N)c12

Assay outcomes as filed in PubChem BioAssay.

The order is random. Share with any hit: about 4.2%.
